Screening data deposited in PubChem by Sanford-Burnham Center for Chemical Genomics.
H9c2 TAG inh: triacylglycerol accumulation inhibition | H9c2 cells, Nile Red lipid (TAG) fluorescence; cells loaded with 200 µM oleic acid | inhibition, % at 12.5 µM | 230,000 tested, 0.66% active;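 active means pattern-corrected inhibition of lipid staining of at least 50% with the nuclear-stain viability signal not falling by more than 50%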;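 further: 0% = DMSO wells and 100% = triacsin C control wells; some results filed as inactive read as strong as hits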
H9c2 TAG inh DAPI viability: second read-out of H9c2 TAG inh, no call of its own (marks repeat the call); DAPI nuclei signal change (viability), lower = more cytotoxic, %;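 whole-well DAPI fluorescence read on a plate reader as a viability signal; minus 50 percent equals half of cells still viable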
* = called active by the depositor.

SMILES,H9c2 TAG inh,H9c2 TAG inh DAPI viability
Cc1cccc(NC(=S)NC2CC3CCCC(C2)N3Cc2ccccc2)c1C (configuration not stated),5.8,17.2
O=C(COC(=O)CNC(=O)c1ccc([N+](=O)[O-])o1)Nc1ncc(Cl)cc1Cl,19.6,-7.3
CCCN1C(=O)CC(=O)N=C1SCC(=O)Nc1ccccc1F,0.7,2.4
COc1ccc(/C=C2\CCC/C(=C\C=N\N(C)C)C2=O)cc1,-4.3,0.0
Cc1c(Cc2ccccc2)c(=O)oc2cc(O)ccc12,-29.9,44.4
O=C(Nc1ccc(N2CCN(C(=O)c3ccco3)CC2)cc1)c1cccs1,25.6,4.3
Cc1cc(C(=O)N/N=C/c2cccc(OC(=O)c3cccc(Br)c3)c2)n[nH]1,14.3,-6.5
COc1ccc(C)cc1S(=O)(=O)Nc1ccc(-n2c(C)nc3ccccc3c2=O)cc1,-3.2,-6.5
Cc1cc(=O)n(C(C)c2ccccc2)n1C(C)c1ccccc1 (configuration not stated),-2.7,4.7
CCCOc1ccc(/C(O)=C2/C(=O)C(=O)N(c3cc(C)on3)C2c2ccc(C(=O)OC)cc2)cc1 (configuration not stated),-13.9,6.5
Cc1ccc(NC(=O)CSc2nc(=O)n(CCCN3CCOCC3)c3c2CCCC3)cc1F,6.9,4.4
Cc1ccc(S(=O)(=O)Nc2cc(C)cc(CCNC=O)c2C)cc1,-9.0,5.8
CCCn1c(=O)c(C(=O)NCc2ccccc2Cl)c(O)c2ccccc21,6.5,-8.0
CC(=O)N1CCN(c2nc(CC(C)C)c3c(c2C#N)CCC3)CC1,-15.2,15.7
O=S(=O)(Cc1cc(NCc2ccccc2)nc(-c2ccncc2)n1)c1ccccc1,8.7,-1.3
CN1C(=O)C(CC(=O)NC2CCCCC2)N(C)C1=O (configuration not stated),-8.4,4.4
CC(=O)Nc1ccc(NC(=O)c2csc([C@@H]3O[C@H](CO)[C@H](O)[C@H](O)[C@H]3O)n2)cc1,2.0,1.5
CC1(C)C2CC=C(/C=N/NC(=O)C3CC3)C1C2 (configuration not stated),7.4,2.7
Cc1ccc(NP(=O)(c2ccc(N(C)C)cc2NC(=O)c2cccs2)N2CCOCC2)cc1 (configuration not stated),4.8,-3.3
CC(=O)CC(C)(C)NC(C)=S,-2.6,6.2
CO/N=C1\CCn2c1c(C)c1ccccc12,-10.2,1.9
CC(C)C(N)c1csc(NC(=O)Nc2cccc(C(F)(F)F)c2)n1 (configuration not stated),71.1,-56.7
COc1ccccc1CNC(=O)C(=O)NCCC1CCCCN1S(=O)(=O)c1cccs1 (configuration not stated),43.1,-20.5
CC(C)NC(=O)Nc1nnc([C@@H]2C[C@H](O)[C@@H](CO)O2)s1,8.9,5.6
Cc1c(Cl)cccc1NC(=O)Cn1cc(C(F)(F)F)cc(Cl)c1=O,9.1,-2.5
O=C(COC(=O)c1ccc(F)cc1F)NCCC1=CCCCC1,-7.6,4.0
CCOC(=O)c1nnc(-c2cccs2)nc1NC(C)C,-3.0,-28.9
COc1ccc(CN(C)[C@H]2C[C@H]3c4[nH]c5ccccc5c4CCN3C[C@H]2[C@H](C)O)cc1,-1.1,18.6
O=C(COc1ccc(Br)cc1)Nc1nc(-c2cccnc2)cs1,-3.7,2.2
O=C(c1cc(C2CC2)nn1-c1ccccc1)N1CCN(S(=O)(=O)c2c(F)cccc2F)CC1,-4.7,-5.6
CCCCOc1ccc(NC(=O)CN2CCN(CC)CC2)cc1,-2.6,-0.6
FC(F)(F)c1nc2nc(Cl)c(Cl)nc2n1CCCN1CCOCC1,12.7,5.2
CCOC(=O)C1=C(CC)Nc2ccccc2N=C1NC(=O)Nc1ccc(Cl)c(Cl)c1,13.4,-6.5
CC(C)N(C(=O)[C@H]1CC(CC(=O)NCCc2ccccn2)C(=O)N2CCc3c([nH]c4ccccc34)[C@]12C)C(C)C (some centres not stated),-11.8,3.7
COc1cccc(CNC(=O)CCC(=O)N2CCOCC2)c1,-8.1,-3.0
CCOC(=O)C1CCCN(c2oc(-c3ccc(OC)cc3)nc2C#N)C1 (configuration not stated),7.9,29.9
CC(C)n1ncc2c(C(=O)NCCc3ccc(S(N)(=O)=O)cc3)cc(C3CC3)nc21,-12.0,-0.6
CCOc1ccc(S(=O)(=O)NN)cc1,5.4,1.4
COc1ccc(CN(C)S(=O)(=O)c2ccc3c(c2)OCCO3)cc1,7.8,-14.4
Cc1cc(Cl)ccc1OCC(=O)Nc1ccccc1CO,-20.2,8.6
CC(C)c1nnc(NC(=O)CC(C)c2ccccc2)s1 (configuration not stated),14.5,-4.2
CCCC#Cc1cnc2c(c1)C(=O)N([C@H](C)CO)C[C@H](C)[C@@H](CN(C)C(=O)CCN1CCCCC1)O2,3.4,-1.1
CCOC(=O)c1cc(NC(=O)Nc2ccc(OC)c(OC)c2)c(C)nc1C,-5.9,-9.5
CC(C)(C)n1ncc2c(=O)n(CC(=O)c3ccc(Cl)cc3)cnc21,2.7,-2.1
CCOC(=O)C1CCN(C(=O)CCC2CCCC2)CC1,-18.0,5.5
Fc1ccccc1CSCc1nc2ccccc2[nH]1,-28.7,0.0
CC(C)c1ccc(C(=O)CSc2n[nH]c(-c3ccncc3)n2)cc1,2.5,1.2
COCCN1Cc2cccc(C(=O)Nc3ccc(S(=O)(=O)N4CCOCC4)cc3)c2C1=O,0.5,8.3
Cc1noc(NS(=O)(=O)c2ccc(NC(=O)c3oc4ccc(F)cc4c3C)cc2)c1C,-15.1,-3.6
Cc1cc(C(=O)N/N=C/c2ccccc2Br)no1,15.9,-20.6

(list continues)
SMILES,H9c2 TAG inh,H9c2 TAG inh DAPI viability
COc1ccc(C2c3ccc(O)cc3Oc3ncn(Cc4ccco4)c(=N)c32)cc1 (configuration not stated),-2.8,26.5
NC(=O)C1=C[C@@H](c2ccc(C(F)(F)F)cc2)C[C@@H](OCCCCO)O1,9.8,-4.6
O=C(Nc1ccnn1C1CCN(Cc2ccc(C#CCCO)cc2)CC1)c1cccc(F)c1,-0.6,-2.1
O=C(CCC1CCCC1)N1CCN(S(=O)(=O)c2ccc(Br)cc2)CC1,-6.9,-6.3
CCc1nc(SCC(=O)Nc2ccc(Br)cn2)n[nH]1,-8.4,5.7
CCCS(=O)(=O)Nc1c(C(=O)O)[nH]c2ccccc12,-1.5,-21.4
O=C(c1ccc(S(=O)(=O)c2cccc(Cl)c2)c([N+](=O)[O-])c1)N1CCN(c2ccccn2)CC1,-10.2,4.8
O=C1Nc2ccccc2/C1=N/N=C/c1ccc(-c2ccc([N+](=O)[O-])cc2)o1,0.1,-6.2
COc1ccc(C(=O)N2CCC2(C)C(=O)O)cc1F (configuration not stated),-13.8,15.2
OCn1ncn(-c2ccccc2)c1=S,-3.5,1.1
Nc1nnc(CC(=O)N/N=C/c2ccc(-c3ccc(Cl)cc3Cl)o2)s1,-14.1,17.3
COc1ccccc1CCNC(=O)c1csc2c1CCCC2,-14.1,1.1
Cc1cccc(C)c1NC(=O)C/C(N)=N/O,5.9,-13.1
CCCCC1CCC(C(=O)OC(C)C(=O)Nc2ccc(NC(C)=O)cc2)CC1 (configuration not stated),2.5,1.2
Cc1nc(CN2CCCCC2)c(O)c(=O)[nH]1,9.7,10.4
CC(=O)c1cn(CCOc2ccc(F)cc2)c2ccccc12,-16.6,6.9
CC(C)OP(=O)(OC(C)C)/C(C=O)=N\Nc1ccc([N+](=O)[O-])cc1,1.2,-1.9
CC(C)CN1C(=O)NC(NS(=O)(=O)c2ccc(N)cc2)(C(F)(F)F)C1=O (configuration not stated),7.4,-6.6
O=C(COn1nnc2ccc(S(=O)(=O)N3CCOCC3)cc21)Nc1c(F)c(F)c(F)c(F)c1F,-4.9,-3.9
O=C(CSc1nc(C(F)(F)F)cc(=O)[nH]1)N1CCCC1,1.4,2.6
Cc1ccc(S(=O)(=O)c2ccc(NN)cc2)cc1,-8.2,-6.4
COc1ccc2[nH]c3c(c2c1)CCN1C(=O)C(CC(=O)NCC24CC5CC(CC(C5)C2)C4)C[C@H](C(=O)N2CCOCC2)[C@@]31C (some centres not stated),18.0,-10.9
CCOc1ccccc1C1N=C(c2ccc(OC)cc2)CC(c2ccccc2O)N1 (configuration not stated),-0.2,-3.2
Cc1ccc(Cl)cc1NC(=O)C[n+]1ccc(Cc2ccc([N+](=O)[O-])cc2)cc1,32.0,15.5
O=C(Cn1cccc1C(=O)c1ccccc1)NCc1ccc(Cl)cc1,-4.7,-1.2

One compound at a time, from the list above. Order of values: H9c2 TAG inh | H9c2 TAG inh DAPI viability
`COc1ccc2[nH]c3c(c2c1)CCN1C(=O)C(CC(=O)NCC24CC5CC(CC(C5)C2)C4)C[C@H](C(=O)N2CCOCC2)[C@@]31C` (some centres not stated) as listed: 18.0 | -10.9
`CCCCC1CCC(C(=O)OC(C)C(=O)Nc2ccc(NC(C)=O)cc2)CC1` (configuration not stated) as listed: 2.5 | 1.2
`CCCS(=O)(=O)Nc1c(C(=O)O)[nH]c2ccccc12` as listed: -1.5 | -21.4
`COc1ccc(C2c3ccc(O)cc3Oc3ncn(Cc4ccco4)c(=N)c32)cc1` (configuration not stated) as listed: -2.8 | 26.5

The results go on:
SMILES,H9c2 TAG inh,H9c2 TAG inh DAPI viability
O=c1[nH]c(=O)c2nc(-c3ccc(Cl)cc3)cnc2[nH]1,4.1,26.2
CNC(=S)N1C2CCCC1CC(NC(=O)c1ccc(C)cc1)C2 (configuration not stated),-6.8,1.8
CC1Cc2ccccc2N1C(=O)COC(=O)C1=COCCO1 (configuration not stated),-4.5,-15.9
Cc1oc(C)c(C(=O)NCCCC(=O)O)c1C(=O)NCCCC(=O)O,-4.6,3.0
CCN(Cc1ccccc1)S(=O)(=O)c1cc(C(=O)c2c(N)n(C)c(=O)n(C)c2=O)ccc1OC,1.3,-4.7
NC(=O)c1ccsc1NC(=O)CSc1nnc(Nc2ccccc2)s1,-29.5,4.3
COc1ccc(C2(C)NC(=O)N(CC(=O)Nc3ccc4[nH]c(=O)[nH]c4c3)C2=O)cc1 (configuration not stated),5.6,-0.2
COc1ccc(CNC(=O)COC(=O)CN2C(=O)NC3(CCCC3)C2=O)cc1,7.3,-8.5
COc1cccc(CNc2nc3cc(-c4ccccc4CO)sc3c(=O)n2C)c1,7.1,-0.6
Cc1ccc(-c2cc3c(nn2)-c2ccccc2C3=O)cc1,-8.5,-4.2
CCCC(=O)Nc1ccc(C(=O)COC(=O)C2=COCCO2)cc1,10.6,-4.7
CCOc1ccc(NC(=O)C2CC(=O)N(Cc3ccco3)C2)cc1 (configuration not stated),1.5,1.1
Cc1c(N)cc[n+](CC(=O)c2ccccc2)c1C,-16.8,1.4
N#Cc1ccc(S(=O)(=O)Nc2ccc3ccccc3n2)cc1,3.1,8.4
CCOC(=O)Cn1c(=O)c(C#N)cn(C(C)C)c1=O,-0.7,1.1
COc1ccc2c(c1OC)C(=O)OC2Nc1ncccc1C (configuration not stated),-7.3,-0.2
COCCNC(=O)C1CCCN(C(=O)c2cc(C)n(C(C)(C)C)n2)CC1 (configuration not stated),-2.6,1.1
CC(=O)N1CCc2cc(S(=O)(=O)CCC(=O)O)ccc21,-4.7,0.0
Cc1cc(C)cc(-n2ncc3c2CCCC3NC(=O)c2cc(C)[nH]n2)c1 (configuration not stated),0.3,-3.2
COc1ccc(C2=NOC(COc3ccc([N+](=O)[O-])cc3)C2)cc1 (configuration not stated),3.7,-2.5
COc1ccc(-c2[nH]c(-c3ccc(C)cc3)nc2SCC(=O)NCc2ccco2)cc1OC,1.5,11.5
COc1ccc(-c2nnc3ccc(SCC(=O)N4CCCCCC4)nn23)cc1OC,3.0,-12.0
CC(=O)Nc1nc2ccccc2n1Cc1ccc(Cl)cc1,-0.6,-10.4
CC(=O)NC(C)C(=O)OCC(=O)Nc1ccc(Br)cc1 (configuration not stated),0.2,1.3
CCCCNC(=O)N1CCCC(N(C)CCc2ccc(OC)c(OC)c2)C1 (configuration not stated),5.1,-2.2
CC(=O)NCCC(=O)NCc1ccc(F)cc1,-2.8,-7.3
CC(=O)N1C(c2ccccc2)CC(=O)OC1c1ccc2c(c1)OCO2 (configuration not stated),16.3,19.4
CCC(C)(C)NC(=O)CN(CC1CCCO1)C(=O)CCC(=O)Nc1nccs1 (configuration not stated),2.2,3.6
COCc1c(Br)c(C)nc(OCC(=O)N/N=C/c2cc(C)n(-c3ccc([N+](=O)[O-])cc3)c2C)c1C#N,5.6,-4.3
CCCCCOC(=O)Cc1c(C)nc(-c2ccccc2)[nH]c1=O,1.3,1.7
CCCC(=O)N1CCN(c2ccc(NC(=S)NC(=O)c3cccc(C)c3)cc2)CC1,-74.3,-4.6
Cc1cccnc1NC(=O)CSc1ccc2c(c1)OCCO2,-3.9,25.4
CC(C)CCC1(CCNC(=O)c2cccs2)CCOC(C)(C)C1 (configuration not stated),-10.6,4.6
O=C(CSc1nc2c(oc3ccccc32)c(=O)n1CC1CCCO1)NCc1ccc(F)cc1 (configuration not stated),12.0,2.4
CCOc1ccc2c(c1)cc(CN(C(=O)CC)C1CCCCC1)c1nnnn12,-25.5,3.6
COc1ccc(C)cc1-n1nnnc1SCc1nc(N)nc(N(C)C)n1,-18.9,5.1
Cc1ccc(SCC(=O)OC(C)C(=O)NC2(C#N)CCCCC2)cc1 (configuration not stated),18.0,5.2
CCCCCN(C(=O)CCC(=O)OCc1cccc(F)c1)c1c(N)n(CCCC)c(=O)[nH]c1=O,-6.2,4.2
N#Cc1cc(C(=O)c2ccccc2O)cn(-c2nccs2)c1=O,8.4,15.2
C=CCOC(=O)C1=C(C)NC(C)=C(C(=O)OCC=C)C1/C=C/c1ccccc1,1.0,2.1

Not all compounds are listed (hit frequency here may not be typical).
